EPAC1 antag = blocks human EPAC1 exchange factor; EPAC1 GEF assay, Rap1b-BODIPY-GDP exchange fluorescence; Potency, µM (doses to about 115 µM), without a hit: at the highest dose activity change, negative = inhibition, most hits filed as inhibitors; 360,000 compounds, 0.14% hits;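 further: plate controls were vehicle for no effect and positive control for full effect; nearly all actives have a fitted effect of over 50% in size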
Target sequence (O95398 whole entry, looked up): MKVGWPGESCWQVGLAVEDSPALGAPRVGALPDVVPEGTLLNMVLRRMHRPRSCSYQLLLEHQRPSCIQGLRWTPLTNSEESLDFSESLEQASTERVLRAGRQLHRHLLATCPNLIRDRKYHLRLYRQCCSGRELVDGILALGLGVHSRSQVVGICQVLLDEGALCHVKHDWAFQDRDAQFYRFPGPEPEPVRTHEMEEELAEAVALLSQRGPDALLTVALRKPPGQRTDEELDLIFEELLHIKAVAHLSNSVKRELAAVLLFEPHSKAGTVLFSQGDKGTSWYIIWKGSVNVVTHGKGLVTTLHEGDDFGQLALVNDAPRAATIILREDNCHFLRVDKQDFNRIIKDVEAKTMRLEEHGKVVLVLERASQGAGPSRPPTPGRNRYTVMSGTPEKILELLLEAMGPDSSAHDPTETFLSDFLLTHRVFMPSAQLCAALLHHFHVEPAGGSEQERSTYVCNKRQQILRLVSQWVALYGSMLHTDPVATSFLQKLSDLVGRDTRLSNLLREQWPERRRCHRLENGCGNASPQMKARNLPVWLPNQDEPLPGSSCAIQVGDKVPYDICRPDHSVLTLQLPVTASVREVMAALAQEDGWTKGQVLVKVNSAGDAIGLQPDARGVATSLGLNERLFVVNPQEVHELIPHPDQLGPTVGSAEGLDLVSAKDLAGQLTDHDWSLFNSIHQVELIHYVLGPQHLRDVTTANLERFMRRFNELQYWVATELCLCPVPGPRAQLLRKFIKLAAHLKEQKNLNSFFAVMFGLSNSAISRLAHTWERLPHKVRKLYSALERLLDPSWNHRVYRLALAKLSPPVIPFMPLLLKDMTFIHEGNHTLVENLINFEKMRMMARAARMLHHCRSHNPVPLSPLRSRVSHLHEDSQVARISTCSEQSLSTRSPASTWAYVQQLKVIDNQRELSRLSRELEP
PTHR1 agonist = activates the human parathyroid hormone receptor PTHR1. Q03431. HEK293 GP2 PTHR1 cells, GloSensor cAMP luminescence, 1 h. Potency, µM (highest dose often 115 µM), for the others: at the highest dose activation, actives largely listed as activators. 410,000 compounds, 0.075% hits; further: nearly all actives have a fitted effect of over 55% in size; some results filed as inactive show a strong effect at the top dose; inactives centre near -15; many of its hits are not listed in these tables
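HEK-293-derived GP2 cells expressing PTHR1 and a GloSensor cAMP reporter, 3,000/well, plated overnight, given luciferin plus IBMX (each 0.5 mM as added) for 1 h at 37 °C, then compound for 1 h at 37 °C. Luminescence was read after 15 min at room temperature.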
EPAC2 ag = activates human EPAC2 exchange factor; Potency, µM (top dose mostly 154 µM), without a hit: at the highest dose activation, most hits filed as activators; AID 720711; Q8WZA2; 360,000 compounds, 0.079% hits; EPAC2 activation, biochemical qHTS; response scale: 100% = 6.5 mM cAMP response; further: nearly all actives have a fitted effect of over 50% in size
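qHTS, titration series. 100 nM EPAC2 / 250 nM Rap1B-BODIPY-GDP / 50 uM GDP; RT; ex 480/em 540 nm, 5-min reads to 30 min. Norm. to 6.5 mM cAMP = activation.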
EPAC2 antag = blocks human EPAC2 exchange factor | EPAC2 GEF exchange of Rap1B-BODIPY-GDP, fluorescence | 360,000 compounds, 0.18% hits | Potency, µM (doses to about 114 µM), for inactives: top-dose activity, negative = inhibition, hits mostly inhibitors | AID 720708; further: on the % scale 0 is the no-effect control and ±100 the full control effect; nearly all actives have a fitted effect of over 45% in size; many of its hits are not listed in these tables
EPAC1 ag = EPAC1 (human) agonism. O95398. EPAC1 agonist qHTS, biochemical assay; response scale: 100% = response to 6.5 mM cAMP. Potency, µM (doses to about 154 µM), for the others: at the top dose activation, usual class: activators. 360,000 compounds, 0.073% hits; further: nearly all actives have a fitted effect of over 60% in size
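Nucleotide exchange by EPAC1 (100 nM) on Rap1B–BODIPY-GDP (250 nM) in the presence of 50 uM GDP is tracked fluorescently at 480/540 nm over 30 min. Signals are normalized to a 6.5 mM cAMP control.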
FUS yeast rescue = suppressors of FUS proteinopathy in yeast; S. cerevisiae FUS-expressing, growth rescue, OD600, 24 h; Potency, µM (top dose mostly 76.6 µM), inactives show at the highest dose growth rescue (activation), hits mostly activators; 390,000 compounds, 0.24% hits; AID 1347120;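 further: plate controls were DMSO vehicle for no effect and reference control for full effect; nearly all actives have a fitted effect of over 55% in size; some results filed as inactive show a strong effect at the top dose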
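Read-out: OD at 600 nm after 24hr at 30C, reporting rescue of FUS-induced yeast toxicity. Cells at OD 0.005 in galactose (2%) minimal medium; compounds tested in a dilution series; CP55940 titration from 92uM final as control.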
aSyn rescue = rescues yeast growth from alpha-synuclein toxicity. 370,000 compounds, 0.14% hits. Yeast expressing alpha-synuclein, growth rescue, BacTiter-Glo, 24 h. AID 652106. Potency, µM (series often up to 46.1 µM), for the others: at the highest dose growth rescue (activation), usual class: activators; further: % of control where 0% means no effect; nearly all actives have a fitted effect of over 65% in size
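Screening used galactose-induced yeast with toxic alpha-synuclein levels, exposed to compound for 24 hr at 30 deg C. Cell growth, read with BacTiter-Glo luminescence, gave the measured signal.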
TDP-43 yeast inh = inhibitors of TDP-43 toxicity in yeast. TDP-43 expressing yeast growth rescue, BacTiter-Glo, 24 h. Potency, µM (titrated, usually from 46.1 µM), for the others: at the top dose growth rescue (activation), hits mostly activators. 410,000 compounds, 1.8% hits; further: % of control where 0% means no effect; nearly all actives have a fitted effect of over 50% in size
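Luminescence from BacTiter-Glo reports growth of TDP-43-expressing yeast after 24 hr at 30 deg C with compound. Cells were raffinose-pregrown to mid-log, then seeded in galactose medium at OD600=0.02.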
* hit, by the source's call; i = inactive; ? = inconclusive; / = no result given; [ ] = another dose, or the depositor's remark. The call rests on the fitted dose curve; in most records, active means well fitted curve in the direction sought with a large enough effect; inconclusive means small, poorly fitted or top-dose-only effect, or another doubt; inactive means no such curve, though single readings can be large; an effect the other way counts as inactive or inconclusive. Potency means the concentration at half of the fitted maximal effect. A portion of the library; count on the stated rates, not on these rows.

entry	SMILES	EPAC1 antag	PTHR1 agonist	EPAC2 ag	EPAC2 antag	EPAC1 ag	FUS yeast rescue	aSyn rescue	TDP-43 yeast inh
1	Cc1ccc(C)c(OCC(=O)Nc2ccc(S(=O)(=O)Nc3ncccn3)cc2)c1	-14%	i	1%	-8%	9%	-15%	0%	11%
2	CC(C)(C)NC(=O)/C(=C\c1ccco1)NC(=O)c1ccco1	2%	-9%	2%	0%	3%	18%	0%	-12%
3	O=C(Nc1nnc(Cc2ccccc2)s1)C1CCC1	-19%	-95%[inhibitor]	17%	16%	11%	3%	13%	12%
4	COc1ccc(C(=O)Nc2nnc(SCC(=O)NCC3CCCO3)s2)cc1OC (centres undefined)	12%	i	7%	16%	5%	/	6%	27%
5	CNC(=O)c1ccccc1NC(=O)c1cccc(S(=O)(=O)N2CCC(C)CC2)c1	-23%	-5%[57.5 µM]	21%	-5%	26%	32%	0%	9%
6	O=C(N/C(=C/c1ccco1)C(=O)N1CCCCC1)c1cccs1	3%	-3%[57.5 µM]	-1%	4%	-2%	13%	-4%	-16%
7	COc1ccc(C2Nc3ccccc3NC3=C2C(=O)CC(C)(C)C3)cc1 (centres undefined)	17%	i	3%	4%	8%	-27%	-15%	-1%
8	Cc1ccccc1Nc1nc(N)nc(CCl)n1	-6%	i	6%	7%	-4%	-29%	1%	17%
9	O=S(=O)(c1ccccc1)N1CCN(Cc2cccc(Cl)c2)CC1	0%	-4%	1%	-8%	1%	9%	-1%	0%
10	CCc1noc(C)c1C(=O)Nc1nc2c(C)cccc2s1	-25%	-8%	9%	-15%	9%	8%	8%	6%
11	CC1(C)C[C@@H](O)[C@]2(C)CC[C@]3(C)C(=CCC4[C@@]5(C)CC[C@H](O)[C@](C)(CO)C5CC[C@]43C)[C@@H]2C1 (some centres undefined)	15%	-17%	2%	4%	-11%	-9%	0%	1%
12	CC(=O)OCC(=O)Nc1c(C)cccc1C	-5%	17%	3%	-2%	-2%	-39%	10%	3%
13	O=C(NCCN1CCOCC1)NC1(C(F)(F)F)Oc2ccccc2O1	-7%	i	4%	5%	-6%	-30%	2%	-3%
14	O=C(O)c1ccc(CNC(=S)Nc2ccccc2)cc1	-6%	-12%	3%	31%[activator]	-8%	22%	12%	-16%
15	CCCc1cc(=O)oc2c(C)c(O[C@@H]3O[C@H](CO)[C@@H](O)[C@H](O)[C@H]3O)ccc12	7%	-3%	8%	10%	5%	4%	3%	-25%
16	CC1Cc2ccccc2N1C(=O)CCn1c(=O)oc2ccccc21 (centres undefined)	4%	-6%	20%	-15%	1%	-3%	9%	?
17	C=CCn1c(SCc2ccc3c(c2)OCO3)nc2scc(-c3ccco3)c2c1=O	-24%	i	9%	-1%	4%	-2%	14%	?
18	CSc1nn2c(C(F)(F)F)cc(C(F)(F)F)nc2c1C(=O)O	0%	-4%	-4%	14%	-1%	-22%	6%	6%
19	COC(=O)c1ccc(CN2CCN(CCC(C)C)C(CCO)C2)cc1 (centres undefined)	8%	-35%[inhibitor]	4%	1%	9%	-12%	3%	10%
20	CCOC(=O)CCCNC(=O)CN1CCC(c2nc3ccccc3s2)CC1	6%	-20%	4%	-16%	-1%	1%	0%	-3%
21	Cc1cc(C)cc(NC(=O)N2CCC(C(=O)c3ccc(F)cc3)CC2)c1	-13%	-14%	-6%	-18%	4%	13%	1%	27%
22	COCCNC(=O)C12CC3CC(C1)CC(c1ccccc1)(C3)C2	-18%	-13%	10%	1%	3%	19%	-2%	-16%
23	CC(=O)Nc1sc(C)c(C)c1C(=O)OCC(=O)N(C)C1CCS(=O)(=O)C1 (centres undefined)	6%	i	-3%	8%	-11%	26%	2%	11%
24	O=C(C1CCN(CCCc2ccccc2)CC1)N1CCCCC1	5%	i	9%	2%	8%	/	-11%	-17%
25	COc1ccccc1OCC(=O)N(Cc1nc(-c2ccc(Cl)cc2)no1)C(C)C	2%	-92%[inhibitor]	15%	-16%	11%	?	21%	?

Reprinted at random: 7 records from the list, in no set order.
entry	SMILES	EPAC1 antag	PTHR1 agonist	EPAC2 ag	EPAC2 antag	EPAC1 ag	FUS yeast rescue	aSyn rescue	TDP-43 yeast inh
23	CC(=O)Nc1sc(C)c(C)c1C(=O)OCC(=O)N(C)C1CCS(=O)(=O)C1 (centres undefined)	6%	i	-3%	8%	-11%	26%	2%	11%
10	CCc1noc(C)c1C(=O)Nc1nc2c(C)cccc2s1	-25%	-8%	9%	-15%	9%	8%	8%	6%
18	CSc1nn2c(C(F)(F)F)cc(C(F)(F)F)nc2c1C(=O)O	0%	-4%	-4%	14%	-1%	-22%	6%	6%
9	O=S(=O)(c1ccccc1)N1CCN(Cc2cccc(Cl)c2)CC1	0%	-4%	1%	-8%	1%	9%	-1%	0%
22	COCCNC(=O)C12CC3CC(C1)CC(c1ccccc1)(C3)C2	-18%	-13%	10%	1%	3%	19%	-2%	-16%
11	CC1(C)C[C@@H](O)[C@]2(C)CC[C@]3(C)C(=CCC4[C@@]5(C)CC[C@H](O)[C@](C)(CO)C5CC[C@]43C)[C@@H]2C1 (some centres undefined)	15%	-17%	2%	4%	-11%	-9%	0%	1%
8	Cc1ccccc1Nc1nc(N)nc(CCl)n1	-6%	i	6%	7%	-4%	-29%	1%	17%

Look-ups from above.
Value of #21 in PTHR1 agonist: -14%
Value of #2 in EPAC2 antag: 0%
Value of #22 in FUS yeast rescue: 19%

Full records from above:
Entry for `CNC(=O)c1ccccc1NC(=O)c1cccc(S(=O)(=O)N2CCC(C)CC2)c1` = EPAC1 antag: -23%; PTHR1 agonist: -5%[57.5 µM]; EPAC2 ag: 21%; EPAC2 antag: -5%; EPAC1 ag: 26%; FUS yeast rescue: 32%; aSyn rescue: 0%; TDP-43 yeast inh: 9%
Entry for `O=C(C1CCN(CCCc2ccccc2)CC1)N1CCCCC1` = EPAC1 antag: 5%; PTHR1 agonist: i; EPAC2 ag: 9%; EPAC2 antag: 2%; EPAC1 ag: 8%; FUS yeast rescue: /; aSyn rescue: -11%; TDP-43 yeast inh: -17%

Other records:
entry	SMILES	EPAC1 antag	PTHR1 agonist	EPAC2 ag	EPAC2 antag	EPAC1 ag	FUS yeast rescue	aSyn rescue	TDP-43 yeast inh
26	Cc1ccc(NC(=O)c2ccc(-n3cncn3)c([N+](=O)[O-])c2)cc1F	-7%	i	1%	-3%	-1%	11%	-7%	16%
27	O=C1CCC(C(=O)N2CCC(O)(c3ccccc3)CC2)CN1CCc1ccccc1 (centres undefined)	9%	i	-1%	18%	-5%	/	0%	26%
28	O=C(c1ccco1)N1CCN(C(c2ccccn2)c2nnnn2C2CCCC2)CC1 (centres undefined)	11%	i	-2%	2%	-3%	-5%	3%	-4%
29	CNC(=O)C1CCN(S(=O)(=O)c2c(C)noc2/C=C/c2ccc(C)cc2)CC1	-3%	i	-5%	1%	-5%	-22%	1%	21%
30	CN(C(=O)c1ccc(-c2nn(C)c(=O)c3ccccc23)cc1)c1ccccc1	-3%	-29%	7%	-2%	5%	8%	/	14µM*
31	CC1CCCCC12NC(=O)N(CC(=O)N1CCN(C(=O)c3ccco3)CC1)C2=O (centres undefined)	-1%	-19%	1%	-2%	11%	4%	6%	17%
32	Cn1c(C(F)(F)F)nc2c(=O)oc3ccccc3c21	1%	i	2%	1%	4%	3%	1%	16%
33	COC(=O)c1ccccc1SC(CC(=O)c1ccccc1)c1ccc(F)cc1 (centres undefined)	0%	-23%	11%	-3%	12%	-17%	10%	-10%
34	Cc1cc(C)cc(N(CCC#N)C(=O)CSc2n[nH]c(N)n2)c1	1%	-5%	8%	-1%	-12%	11%	1%	12%
35	O=C(CN1CCN(Cc2ccc(F)cc2Cl)C1=O)NCCCN1CCOCC1	-14%	8%	13%	2%	-15%	-18%	-6%	11%
36	CC1Oc2cc3oc4c(O)c(O)ccc4c(=O)c3c(O)c2C1(C)C (centres undefined)	-15%	-71%[inhibitor]	10%	-5%	16%	-6%	11%	?
37	CN(CC(=O)Nc1ccccc1C(=O)N1CCCC1)S(=O)(=O)c1ccc(Br)cc1	19%	-12%[57.5 µM]	-4%	15%	-2%	?	-1%	-3%
38	COc1ccc(/C=C/C(=O)Nc2cccc(S(=O)(=O)N3CCOCC3)c2)cc1OC	1%	-57%[inhibitor]	10%	3%	6%	29%	-2%	-29%
39	COc1cccc(-n2nnnc2SCC(=O)Nc2ccccc2OC)c1	-22%	-94%[inhibitor]	4%	-8%	-3%	-6%	1%	15%
40	Cc1ccc2c(c1)N(CCC(=O)NCCCN1CCCC1)C(=O)C(C)O2 (centres undefined)	-20%	-17%	7%	-3%	8%	12%	0%	-1%
41	COc1ccc(-c2onc3ccc(C(=O)/C=C/N(C)C)cc23)cc1	?	-35%[inhibitor]	?	30%	4%	?	?	-96%[inhibitor]
42	COc1ccc(/C=N/NC(=O)CN2CCSCC2)c(OC)c1	1%	i	-11%	-1%	7%	-7%	-11%	0%
43	COc1ccc(CCN(C(=S)Nc2ccccc2)C2CC(=O)N(c3ccccc3)C2=O)cc1 (centres undefined)	-4%	i	-16%	8%	-2%	12%	0%	11%
44	CCCCc1nccn1CCn1ccnc1CCCC	11%	i	-2%	10%	-4%	20%	-10%	0%
45	Cc1ccc(C(CC(=O)O)NC(=O)CN2C(=O)c3ccccc3C2=O)cc1 (centres undefined)	-17%	-16%	16%	2%	-11%	15%	-1%	-2%
46	O=C(O)CCCC(=O)N1CCN(C(c2ccccc2)c2ccccc2)CC1	0%	i	2%	-3%	-13%	?	1%	10%
47	CC(=O)Nc1ccc(S(=O)(=O)N2CCN(Cc3ccccn3)CC2)cc1	3%	-5%[57.5 µM]	11%	-9%	10%	-16%	4%	-14%
48	CNC(=O)CSc1nnnn1CCCOC	5%	i	1%	-2%	6%	-11%	0%	-10%
